HT1080NT lethal: kills 2HG-producing HT-1080-NT fibrosarcoma cells; 360,000 tested, 1.6% active; AID 686970; HT-1080-NT fibrosarcoma viability, CellTiter-Glo ATP luminescence, 48 h; Potency, µM (series often up to 46.1 µM), without a hit: at the top dose activity, negative = less viability, actives largely listed as cytotoxic;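 also: NT is the 2HG producing partner of a matched IDH1 knockdown line; potency is read from the fitted curve at half-maximal effect; 0% = DMSO-treated cells and -100% = media-only wells without cells; nearly all actives have a fitted effect of over 55% in size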
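Luminescent CellTiter-Glo readout after 48 hours of compound exposure at 37 degrees C defined viability of HT-1080-NT cells. Activity was normalized to DMSO wells and cell-free media wells; concentration-response curves were fitted and assigned curve classes.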
HT1080 IDH1KD tx: toxicity to HT-1080 IDH1 knockdown cells (counter line). HT-1080 IDH1 knockdown viability, ATP luminescence, 48 h. Potency, µM (doses to about 46.1 µM), inactives show at the highest dose activity, negative = toxicity, actives largely listed as cytotoxic. 360,000 tested, 2% active. AID 686971;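 also: potency is read from the fitted curve at half-maximal effect; 0% = DMSO wells and -100% = cell-free medium wells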
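CellTiter-Glo luminescence after 48 h compound exposure at 37 degrees C of IDH1-knockdown HT-1080 cells in 5% FBS RPMI. %Activity scaled between DMSO wells and cell-free media wells, with curves fitted and assigned curve classes.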
KB-3-1 tox: KB-3-1 parental cell cytotoxicity. KB-3-1 viability, CellTiter-Glo ATP luminescence, 72 h. Potency, µM (doses to about 46.1 µM), inactives show top-dose activity change, negative = cytotoxic, actives largely listed as cytotoxic. 400,000 tested, 1.4% active. AID 1347075; also: potency is read from the fitted curve at half-maximal effect; % is scaled to controls: 0 for no effect and ±100 for the full control effect; nearly all actives have a fitted effect of over 60% in size
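Viability of parental KB-3-1 cells, measured by CellTiter-Glo luminescence, followed a 72 h incubation at 37 °C with pinned compounds in phenol-red-free DMEM containing 10% FBS.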
IL-1B inflam inh: inhibitors of inflammasome signaling (IL-1 beta secretion); activity change, % at 57.5 µM; 360,000 tested, 4.7% active; THP-1 LPS/ATP IL-1B secretion, AlphaLISA, 16 h; active compounds read low; in the data active = activity change below about -50%; inconclusive = mostly about -30% to -49%; also: % is scaled to controls: 0 for no effect and ±100 for the full control effect
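Secreted IL-1B measured by AlphaLISA bead assay after 16 h compound exposure of THP-1 cells; compounds (final up to 57.5 uM) added 1 h before LPS (250 ng/mL) and ATP (1.25 mM) stimulation; lower signal means less secretion.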
MCF10A rereplic: inducers of DNA re-replication in MCF 10A breast cells. MCF 10A DNA re-replication, Hoechst nuclear intensity, 48 h. Potency, µM (series often up to 46.1 µM), inactives show top-dose activity, positive = re-replication, actives largely listed as activators. 350,000 tested, 2.9% active. AID 624296; also: potency is read from the fitted curve at half-maximal effect; % of control where 0% means no effect; nearly all actives have a fitted effect of over 50% in size
ATXN2 expr inh: reduces ATXN2 reporter expression in HEK-293 cells; 360,000 tested, 0.72% active; HEK-293 ATXN2-luciferase reporter, luminescence, 24 h; AID 1745845; Potency, µM (series often up to 57 µM), inactives show at the top dose activity change, negative = inhibition, most hits filed as inhibitors; also: potency is read from the fitted curve at half-maximal effect; % is scaled to controls: 0 for no effect and ±100 for the full control effect; nearly all actives have a fitted effect of over 55% in size
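qHTS (up to 57 uM final) was run with 24 h compound exposure of reporter cells at 37 °C. Each well was multiplexed: SteadyGlo luminescence measured ATXN2-luciferase expression after a fluorogenic Gly-Phe-AFC viability readout (25 uM final).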
SW480 rerep: induces DNA re-replication in SW480 colon adenocarcinoma cells; AID 624297; SW480 DNA re-replication, Hoechst DNA content imaging, 48 h; Potency, µM (top dose mostly 46.1 µM), without a hit: top-dose re-replication activation, most hits filed as activators; 340,000 tested, 1.8% active; also: potency is read from the fitted curve at half-maximal effect; % of control where 0% means no effect; nearly all actives have a fitted effect of over 55% in size
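DNA re-replication was detected as more nuclei of elevated Hoechst intensity after 48 hr exposure to compound (23 nL pinned per well of 250 cells).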
ATXN viability: cell viability loss in ATXN counter-screen; 400,000 tested, 0.49% active; S2 cells (HEK-293 line with an ATXN2-luciferase reporter) viability, CellTiter-Fluor protease fluorescence, 24 h; AID 651635; Potency, µM (doses to about 56.7 µM), usual class: cytotoxic; also: potency is read from the fitted curve at half-maximal effect; nearly all actives have a fitted effect of over 40% in size
KB-V1 MDR tox: kills drug-selected multidrug resistant KB-V1 cells; KB-V1 MDR cells viability, CellTiter-Glo, 72 h; Potency, µM (doses to about 46.1 µM), for the others: top-dose activity change, negative = cytotoxicity, hits mostly cytotoxic; 400,000 tested, 3.4% active; also: potency is read from the fitted curve at half-maximal effect; % is scaled to controls: 0 for no effect and ±100 for the full control effect; nearly all actives have a fitted effect of over 60% in size
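Drug-selected KB-V1 cells, grown in DMEM lacking phenol red with 10% FBS, receive compound titrations; after three days at 37 degrees C, surviving cell ATP is quantified by CellTiter-Glo luminescence and responses normalized and curve-fitted.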
* = called active by the depositor; i = inactive; ? = inconclusive; / = no result given; [ ] = another dose, or the depositor's remark. Unless noted, calls follow the shape of the dose curve; as a rule, active = well fitted curve in the direction sought with a large enough effect; inconclusive = small, poorly fitted or top-dose-only effect, or another doubt; inactive = no such curve, though single readings can be large; an effect the other way counts as inactive or inconclusive.

The opening four entries, to show the layout:
SMILES	HT1080NT lethal	HT1080 IDH1KD tx	KB-3-1 tox	IL-1B inflam inh	MCF10A rereplic	ATXN2 expr inh	SW480 rerep	ATXN viability	KB-V1 MDR tox
COC(=O)Cc1cnc(NC(=O)CSc2nc(C(C)C)cc(=O)[nH]2)s1	0%	-16%	-2%	-22	18%	-19%	-6%	/	6%
O=C(NNc1ccc(Cl)cc1)c1sccc1Cl	?	8.2µM*	0%	7	?	/	1%	?	2%
O=C(NC(C(=O)c1ccccc1)n1c(=O)cc[nH]c1=S)c1ccccc1 (stereo not drawn)	-1%	-2%	23%	15	3%	31%	-1%	i	8%
CCOc1ccc(CN2CCNC(=O)C2CC(=O)NCCc2cnccn2)cc1 (stereo not drawn)	5%	7%	10%	50	1%	-3%	-10%	i	0%

This part in full, repeating the preview:
SMILES	HT1080NT lethal	HT1080 IDH1KD tx	KB-3-1 tox	IL-1B inflam inh	MCF10A rereplic	ATXN2 expr inh	SW480 rerep	ATXN viability	KB-V1 MDR tox
COC(=O)Cc1cnc(NC(=O)CSc2nc(C(C)C)cc(=O)[nH]2)s1	0%	-16%	-2%	-22	18%	-19%	-6%	/	6%
O=C(NNc1ccc(Cl)cc1)c1sccc1Cl	?	8.2µM*	0%	7	?	/	1%	?	2%
O=C(NC(C(=O)c1ccccc1)n1c(=O)cc[nH]c1=S)c1ccccc1 (stereo not drawn)	-1%	-2%	23%	15	3%	31%	-1%	i	8%
CCOc1ccc(CN2CCNC(=O)C2CC(=O)NCCc2cnccn2)cc1 (stereo not drawn)	5%	7%	10%	50	1%	-3%	-10%	i	0%
COc1cccc(C(=O)Oc2cc(C)[nH]c(=O)c2[N+](=O)[O-])c1OC	4%	6%	18%	-1	-2%	1%	-15%	i	-10%
CN(CCCC(=O)NCc1ccco1)S(=O)(=O)c1ccccc1	11%	11%	0%	8	-24%	6%	-2%	i	7%
CSc1ccc(/C=C2\C(=N)N3N=C(CC(=O)N4CCOCC4)SC3=NC2=O)cc1	1%	12%	-1%	-10	-3%	-2%	-1%	i	0%
C[C@@H]1CCCCO[C@H](CN(C)C(=O)Nc2ccccc2)[C@@H](C)CN([C@H](C)CO)C(=O)c2cc(NS(=O)(=O)c3cn(C)cn3)ccc2O1	9%	5%	1%	-10	/	-11%	/	i	-1%
Cc1cccc(-c2noc(-c3ccc(Cl)cc3[N+](=O)[O-])n2)c1	0%	-2%	-5%	-2	?	103%[activator]	3%	i	?
Clc1ccc(N2COC3c4cccc5cccc(c45)C32)cc1 (stereo not drawn)	-2%	-2%	-5%	37	4%	1%	0%	?	-4%
N#Cc1ccc(C2=NC(C(F)(F)F)(C(F)(F)F)c3c(n(Cc4ccco4)c(=O)[nH]c3=O)N2)cc1	-4%	-5%	-3%	-25	-3%	/	1%	/	-5%
CN(C)Cc1c(C(=O)N/N=C/c2ccncc2)nnn1-c1nonc1N	17%	-3%	0%	-21	-18%	-6%	2%	i	?
COCCN=c1scc(-c2cc(OC)ccc2OC)n1/N=C/c1c[nH]c2ccccc12	?	?	?	-50*	?	-19%	27%	?	?
Cc1cc(Nc2ccc(C)c(C)c2)n2ncnc2n1	-5%	-3%	-22%	4	/	/	/	i	?
CCO[C@H]1OC(C(=O)N2CCN(Cc3ccc4c(c3)OCO4)CC2)=C[C@@H](C2CC2)[C@@H]1CCCO	0%	6%	0%	-9	?	-2%	?	i	3%
CN(c1ccccc1C(=O)Nc1cccc(Br)c1)S(=O)(=O)c1ccccc1	1%	-8%	2%	?	15%	-10%	-16%	i	-3%
O=C(Nc1cc(C(F)(F)F)ccc1N1CCOCC1)c1cccnc1Cl	-3%	-3%	-2%	-8	-2%	-1%	0%	i	1%
Cc1ccc(-c2c[n+](CC(=O)Nc3ccccc3)c3n2CCC3)cc1	3%	-1%	?	-61*	1%	-5%	-3%	i	30%
CN(C)CCCN1c2ccc3ccccc3c2Sc2cccc(Cl)c21	-20%	?	?	-96*	?	?	?	/	15µM*
COc1ccc(NCc2nnc(SCC(=O)Nc3cccc(C)c3)o2)cc1	-10%	-20%	18%	17	?	-9%	-2%	i	12%
CCOC(=O)c1c(C)[nH]c(C(=O)COC(=O)c2ccc(N3CCCC3=O)cc2)c1C	1%	0%	1%	-3	3%	-6%	-2%	i	-29%
Cc1c(CCC(=O)O)c(=O)oc2cc(OCc3ccc(Br)cc3)ccc12	4%	0%	0%	14	13%	3%	-11%	i	0%
Cc1cc(=O)[nH]c2ccc(Cc3ccccc3)cc12	-25%	-17%	?	85	?	114%[activator]	-4%	i	9.2µM*
COc1cc(OC)cc(C(=O)Nc2cc3c(cc2N2CCCC2)n(C)c(=O)c(=O)n3C)c1	/	/	3%	/	/	6%	/	i	1%
CCNC(=O)C1(C)CCN(C(=O)c2cccc(OC(F)(F)F)c2)C1 (stereo not drawn)	3%	12%	0%	-8	/	0%	/	i	4%
COc1cccc(-c2c(C(=O)N/N=C(\C)COc3ccccc3)nnn2-c2nonc2N)c1	11%	-6%	8%	1	3%	-3%	-11%	i	17%
C[C@H](CO)N1C[C@H](C)[C@@H](CN(C)C(=O)Nc2ccccc2)Oc2c(NS(=O)(=O)c3ccc(F)cc3)cccc2C1=O	-7%	-1%	15%	-1	-4%	5%	1%	i	16%
CCOc1ccc(NC(=NCc2ccc3c(c2)OCO3)SC2CC(=O)N(c3ccc(C(=O)O)cc3)C2=O)cc1 (stereo not drawn)	-7%	-27%	-5%	-10	16%	0%	-7%	i	-4%
COc1ccc(C2=NC(C)(C)Cc3cc(OC)c(OC)cc32)cc1	5%	3%	-1%	-1	8%	/	6%	i	-16%
O=C(Nc1ccccc1C(F)(F)F)NC1CCCCC1	9%	8%	-10%	-5	11%	12%	5%	i	6%
CCc1ccc(Oc2ncnc(N)c2[N+](=O)[O-])cc1	5%	-2%	8%	-86*	18%	6%	17%	i	26%
COc1ccc(OC)c(NS(=O)(=O)c2ccc3c(c2)CCC(=O)N3)c1	2%	-18%	11%	35	3%	1%	-3%	i	?
COCC(=O)N(C)C[C@@H]1Oc2cc(-c3ccc(F)cc3)ccc2S(=O)(=O)N([C@H](C)CO)C[C@H]1C	12%	-6%	6%	?	/	-7%	/	i	6%
COc1cc(C(C(=O)NCc2ccccc2)N(C(=O)c2snc(C(N)=O)c2N)C2CCCC2)cc(OC)c1OC (stereo not drawn)	10%	-1%	?	-2	17%	-12%	4%	i	-20%
CN(Cc1ccccc1)c1nc(-c2cccc([N+](=O)[O-])c2)nc2ccccc12	27%	20%	-5%	-16	2%	-22%	-7%	?	-8%
CCOc1cc(/C=C\c2[nH]c(=O)[nH]c(=O)c2[N+](=O)[O-])ccc1OC(C)CC (stereo not drawn)	10µM*	?	0%	-92*	?	?	23µM*	i	-7%
CC(C(=O)NCC1CCCO1)n1cccc1C(=O)c1ccccc1 (stereo not drawn)	11%	7%	16%	8	1%	7%	1%	i	15%
O=C(CCn1nc(-c2ccccc2)c2ccccc2c1=O)N1CCN(c2ccccc2)CC1	-22%	-13%	-2%	?	12%	-10%	6%	i	0%
CCCCn1c(N)c(N(CC)C(=O)c2cccc(OC)c2)c(=O)[nH]c1=O	6%	-5%	-6%	1	4%	4%	7%	i	-8%
COc1ccc(C(=O)Nc2ccc(Cn3ccnc3)cc2)cc1OC	?	?	?	-14	?	1%	3%	i	?
COc1cc(C(=O)c2ccccc2)c(OC)cc1C(=O)Nc1ccc(O)cc1	-1%	-17%	14%	-30	2%	-11%	-7%	i	7%
CCOc1ccccc1NC(=O)C(OC(=O)c1ccccc1NS(=O)(=O)c1cccs1)c1ccccc1 (stereo not drawn)	1%	-6%	0%	47	6%	16%	5%	i	0%
COCCNC(=O)C1(C)CCCN(C(=O)CCc2ccccc2)C1 (stereo not drawn)	17%	4%	0%	-6	/	4%	/	i	3%
CCOc1ccc(/C=N/NC(=O)CN2CCSCC2)cc1	21%	12%	6%	-13	-2%	5%	-11%	i	-9%
O=C1/C(=C\c2ccccc2)CN(C(=O)CCN2CCCCC2)C/C1=C/c1ccccc1	?	2.9µM*	?	-67*	?	?	?	?	?
O=C(NCCCN1CCCC1=O)c1ccc2c(c1)ncn2C1CCCCC1	0%	-1%	32%	-10	8%	3%	-1%	i	?
CCn1c(C)cc(/C=C2/SC(=S)NC2=O)c1C	12%	16%	16%	0	-3%	4%	/	i	-6%
CCOc1ccc(OCC)c(S(=O)(=O)NCCOC23CC4CC(CC(C4)C2)C3)c1	-3%	-29%	?	-2	?	?	-11%	?	?
Cc1cc(C)c2cc(C#N)c(N3CCCC3)nc2c1	1%	-1%	8%	-9	?	5%	?	i	1%
Cc1cccc(/C=N\NC(=O)c2ccccc2-n2cccc2)c1	10%	6%	4%	15	-35%[inhibitor]	0%	-9%	i	-1%

(continued)
SMILES	HT1080NT lethal	HT1080 IDH1KD tx	KB-3-1 tox	IL-1B inflam inh	MCF10A rereplic	ATXN2 expr inh	SW480 rerep	ATXN viability	KB-V1 MDR tox
Clc1cccc(Cl)c1COc1ccccc1CNn1cnnc1	?	?	?	57	12%	-32%	42%	i	?
CCOc1ccc(NC(=O)C(C)N2C(=O)c3ccccc3C2=O)cc1 (stereo not drawn)	12%	8%	1%	18	5%	-20%	-3%	i	-5%
COc1ccc(NC(=O)O/N=C/c2ccccc2)cc1	-5%	1%	-2%	-12	7%	/	-12%	i	-11%
CCOC(=O)c1cn(Cc2ccccc2)nc1-c1ccccc1	-6%	-8%	0%	-17	30%	-7%	15%	i	1%
CCCN1CCN(CCCNC(=O)C2CCCN(c3nnc(-n4cccc4)s3)C2)CC1 (stereo not drawn)	9%	14%	-9%	-9	-2%	0%	13%	i	20%
COc1ccc(C2CC(c3ccc(OC)c(OC)c3)=NN2S(C)(=O)=O)cc1 (stereo not drawn)	-6%	-14%	-8%	46	1%	45%[activator]	-1%	i	?

Screens from PubChem.
